Screening results: PubChem, National Center for Advancing Translational Sciences (NCATS)
D1 agonist: human D1 receptor agonism. P21728. HEK293 T-REx D1 cells, calcium flux, agonist mode. activation, % at 2 µM. 1% of 360,000 active. AID 504660; in the data active means activation above about 30%; further: 0% is about no effect
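Agonism was scored from calcium flux recorded over 180 s (1 read/s) after pintool compound addition, following a 10-cycle baseline. Cells were inducible force-coupled HEK293 TREx D1, plated overnight at 30 C and loaded with no-wash calcium dye.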
D2 PAM: positive allosteric modulators of human D2 dopamine receptor; P14416; HEK293 T-REx D2, calcium flux, EC20 dopamine potentiation; potentiation, % at 10 µM; 0.34% of 340,000 active; AID 485347;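 active means potentiation over 3 SD above the plate norm, cut at about 30% in these data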; further: 0% is about no effect
Target sequence (P14416 whole entry, looked up): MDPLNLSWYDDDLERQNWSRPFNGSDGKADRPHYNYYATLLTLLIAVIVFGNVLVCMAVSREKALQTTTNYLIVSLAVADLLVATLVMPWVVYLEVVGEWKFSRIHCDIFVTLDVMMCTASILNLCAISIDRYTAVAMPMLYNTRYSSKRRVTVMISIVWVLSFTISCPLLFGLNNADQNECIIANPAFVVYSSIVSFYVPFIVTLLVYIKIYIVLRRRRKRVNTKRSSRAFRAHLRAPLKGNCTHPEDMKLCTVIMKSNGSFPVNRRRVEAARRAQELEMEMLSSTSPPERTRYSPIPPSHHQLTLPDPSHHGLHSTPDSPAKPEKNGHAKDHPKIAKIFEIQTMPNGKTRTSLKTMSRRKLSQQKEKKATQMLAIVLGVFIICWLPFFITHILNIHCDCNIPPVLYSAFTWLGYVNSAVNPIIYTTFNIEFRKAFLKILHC
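Using a no-wash calcium dye in inducible, force-coupled HEK293 Trex cells expressing D2, we tracked fluorescence each second for 180 s after compound, then for 180 s after EC20 dopamine to detect augmented signalling.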
RXFP1 agonist: activates the human relaxin receptor RXFP1; 0.3% of 370,000 active; Q9HBX9; HEK293T-RXFP1 cAMP TR-FRET, 30 min; response scale: percent of porcine relaxin response, buffer zero; Potency, µM (top dose mostly 57.5 µM), inactives show at the highest dose activation, most hits filed as activators; further: potency means the concentration at half of the fitted maximal effect; on the % scale 0 is the no-effect control and ±100 the full control effect; nearly all actives have a fitted effect of over 60% in size; many of its hits are not listed in these tables
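HEK293 cells stably expressing RXFP1, treated 30 min at 37C with compounds plus PDE4 inhibitor Ro 20174; cAMP measured by HTRF TR-FRET. Normalized to buffer and 29 nM porcine relaxin; EC50 by Hill fit.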
D1 PAM: enhances dopamine response at the human D1 receptor. 0.036% of 360,000 active. P21728. potentiation, % at 10 µM. HEK293 TREx D1 cells, calcium flux, dopamine EC20 potentiation; in the data active means potentiation above about 30%; further: 0% is about no effect
LDHA block: LDHA (human) enzyme inhibition; P00338; purified LDHA, NADH/diaphorase-resazurin fluorescence; stronger effect = lower value; activity change, % (values are at about 110 or 230 µM); 0.15% of 480,000 active; in the data active means activity change below about -30%; inconclusive means mostly about -25% to -30%;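 further: plate controls were DMSO wells for no effect and wells without enzyme for full effect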
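Remaining NADH was detected by diaphorase (0.133 mg/mL) converting 37 µM resazurin to fluorescent resorufin, read at 0 and 20 minutes. The preceding 5-minute room-temperature reaction used 2 nM LDHA, 0.2 mM sodium pyruvate and 0.06 mM NADH at pH 7.4.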
GRP78 ERSR act: induces the endoplasmic reticulum stress response in human glioma cells; U87-MG GRP78 promoter luciferase reporter, 16 h; Potency, µM, inactives show at the top dose activation, hits mostly activators; 0.02% of 420,000 active; further: potency means the concentration at half of the fitted maximal effect; series mostly up to about 76 µM; % of control where 0% means no effect; nearly all actives have a fitted effect of over 35% in size
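Stably transfected U87-MG glioma cells carrying a GRP78-based luciferase sensor; 16 h compound incubation. Luminescence end-point read 10 min after Bright-Glo addition at room temperature.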
Vif-APOBEC3G blk: Vif-A3G binding inhibition. HeLa A3G-eYFP + Vif (tagged APOBEC3G with the HIV-1 protein that degrades it), YFP fluorescence, overnight. Potency, µM (series often up to 46.1 µM), for the others: at the highest dose activity, negative = active, usual class: inhibitors. 0.076% of 410,000 active. AID 602310;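 further: potency means the concentration at half of the fitted maximal effect; on the % scale 0 is the no-effect control and ±100 the full control effect; nearly all actives have a fitted effect of over 60% in size; hits raise eYFP signal because A3G escapes Vif-driven loss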
Target sequence (Q9HC16 whole entry, looked up): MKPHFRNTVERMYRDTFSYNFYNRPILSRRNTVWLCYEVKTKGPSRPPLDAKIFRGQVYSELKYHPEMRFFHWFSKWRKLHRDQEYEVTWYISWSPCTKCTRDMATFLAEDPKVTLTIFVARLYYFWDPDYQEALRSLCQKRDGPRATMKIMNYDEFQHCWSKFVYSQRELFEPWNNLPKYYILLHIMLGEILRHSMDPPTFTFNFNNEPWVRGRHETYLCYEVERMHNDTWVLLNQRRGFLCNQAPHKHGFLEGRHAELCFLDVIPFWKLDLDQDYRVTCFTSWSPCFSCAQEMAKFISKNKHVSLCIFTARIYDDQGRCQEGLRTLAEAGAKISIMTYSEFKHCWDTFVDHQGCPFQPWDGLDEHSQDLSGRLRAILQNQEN
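Read-out is eYFP fluorescence (Ex 488/Em 500-530) from Vif-expressing HeLa A3G-eYFP cells; more signal means A3G escaped Vif-mediated degradation. Cells plated overnight, compound pinned in, incubated overnight at 37 deg C.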
D1 antagonist: blocks dopamine activation of the human D1 receptor. AID 504652. 3.2% of 360,000 active. HEK293 TREx D1 cells, calcium flux, dopamine EC80; stronger effect = lower value. activity change, negative = inhibition, % at 10 µM. P21728; in the data active means activity change below about -30%; further: on the % scale 0 is the no-effect control and ±100 the full control effect
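Kinetic fluorescence of a calcium dye serves as the read-out. D1-expressing Hek293 Trex cells, induced overnight at 30 C, are exposed to compound for 180 s before an EC80 dopamine addition, then read 180 s further.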
Vif-A3F inh: Vif-A3F binding inhibition. HeLa A3F-eYFP + Vif (tagged APOBEC3F with the HIV-1 protein that degrades it), YFP fluorescence increase. Potency, µM (series often up to 46.1 µM), for inactives: top-dose activity, negative = active. 0.2% of 390,000 active. AID 602313; further: potency means the concentration at half of the fitted maximal effect; % of control where 0% means no effect; nearly all actives have a fitted effect of over 65% in size
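HeLa cells stably expressing A3F-eYFP plus Vif, plated and incubated overnight at 37 deg C, then exposed to compounds overnight at 37 deg C. Blocked degradation read as raised yellow fluorescence (Ex 488/Em 500-530).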
* hit, by the source's call; ? = inconclusive; nt = not tested or not shown; & = joins results of further samples. Unless noted, the call rests on the fitted dose curve; in most records, active means well fitted curve in the direction sought with a large enough effect; inconclusive means small, poorly fitted or top-dose-only effect, or another doubt; inactive means no such curve, though single readings can be large; an effect the other way counts as inactive or inconclusive.

smiles	D1 antagonist	Vif-A3F inh	RXFP1 agonist	LDHA block	GRP78 ERSR act	D1 agonist	D2 PAM	D1 PAM	Vif-APOBEC3G blk
COC(=O)Cn1c(=NC(=O)c2ccc(Cl)s2)sc2cc(C)ccc21	-5	-17%	-0.2%	-2	2%	2	14	0	1%
COc1ccc(C(=O)ON=C2c3ccccc3-c3ccccc32)cc1OC	0	-8%	-0.2%	-13	-2%	4	11	0	-3%
O=C(CN(c1ccccc1Cl)S(=O)(=O)c1ccccc1)N/N=C/c1ccccc1C(=O)O	-13	13%	-0.4%	-9	-3%	3	2	-2	1%
Cc1ccc(NC(=O)Cn2nnc3sc4c(c3c2=O)CCC(C)C4)cc1 (stereo not given)	-17	1%	7.9%	-11	-2%	4	-8	0	1%
O=C(c1cccc(C(F)(F)F)c1)C1CCCN(C(=O)C2CCOCC2)C1 (stereo not given)	-6	-3%	0.1%	-5	2%	4	16	-4	-2%
CCOC(=O)CSc1nc2ccc(C)cc2cc1C#N	-13	0%	-0.3%	-3	8%	15	-9	-4	-5%
CCCNC(=O)CSc1ccc(S(=O)(=O)N2CCCC2)cn1	-34*	5%	-0.3%	0	-3%	0	-6	2	6%
CCOc1ccc(NC(=O)CNC(=O)Cc2ccccc2)cc1	12	2%	0.6%	-5	-3%	-1	7	3	0%
COc1ccc(NS(=O)(=O)c2ccc(Oc3cccc(C(=O)O)c3)cc2)cc1	6	0%	-0.9%	-6	-2%	0	7	-2	0%
COc1cc(-c2onc3ccc(Br)cc23)cc(OC)c1OC	-7	-53%	-2.0%	-11	-5%	0	-1	-3	?
O=C(CSc1nc2ccccc2o1)NC(=O)NCc1ccccc1	-10	-4%	0.1%	-2	-3%	2	-7	-3	0%
O=C(CCn1cncn1)N1CCCC(N2CCN(c3cccc(C(F)(F)F)c3)CC2)C1 (stereo not given)	-44*	-13%	-2.1%	-3	3%	0	-5	-4	0%
CCOC(=O)c1c(C)[nH]c(C)c1S(=O)(=O)N1CCCC(C(=O)N2CCN(c3cc(C)ccc3C)CC2)C1 (stereo not given)	-5	0%	-1.7%	-1	0%	4	-3	-2	4%
CCN1C(=O)/C(=C/c2c(C)nn(C)c2C)SC1=S	3	-8%	0.0%	2	6%	5	0	0	-2%
CNC(=S)NC1CC2CCCC(C1)N2Cc1ccc(C)cc1 (stereo not given)	3	7%	0.1%	-2	-4%	2	-25	-3	-1%
Cc1cc(C)c2c(=O)c3c(oc2c1)C(=O)N(Cc1ccco1)C3c1ccccc1F (stereo not given)	8	nt	0.3%	0	nt	1	1	0	nt
C=CCNc1nc(N)c([N+](=O)[O-])c(NC2CCCCC2)n1	13	-12%	2.6%	-17	-8%	2	20	3	2%
COc1ccc(C)cc1NC(=O)Nc1cccc(-c2noc(C)n2)c1	-14	5%	1.0%	-1	-6%	0	-7	-2	-1%
O=C(Nc1cccc(F)c1)c1ccco1	-3	0%	0.8%	-4	1%	3	4	-2	3%
CN1CCN(CCNC(=O)Nc2ccccc2C(F)(F)F)CC1	12	0%	-0.6%	-4	-2%	1	-2	-6	-4%

Following part.
smiles	D1 antagonist	Vif-A3F inh	RXFP1 agonist	LDHA block	GRP78 ERSR act	D1 agonist	D2 PAM	D1 PAM	Vif-APOBEC3G blk
COc1ccccc1-n1c(SCC(=O)Nc2cc(C)on2)nc2c(c1=O)SCC2	7	-1%	3.3%	0	-4%	2	-6	-6	-3%
CCc1cc2c(SCc3ccc(C(=O)OC)o3)ncnc2s1	-32*	0%	4.6%	4	-4%	2	-5	-2	-3%
COc1ccc(NC(=O)N(C)C[C@@H]2OCc3cnnn3CCCC(=O)N([C@@H](C)CO)C[C@H]2C)cc1	nt	-1%	nt	-1	-2%	nt	nt	nt	3%
CCOc1ccc(NC(=O)CSc2nc(-c3cccc(Cl)c3)nc3c2Cc2c(CO)cnc(C)c2O3)cc1	-6	0%	-0.8%	-4	-2%	1	-6	-3	-5%
CCN1C(=O)C(CC(=O)Nc2ccccc2Cl)N(NC(=O)c2cccc(F)c2)C1=S (stereo not given)	9	-14%	1.2%	4	-6%	4	16	2	1%
O=C(Oc1cccc2cccnc12)c1ccc(N2C(=O)C3C4CCC(C4)C3C2=O)cc1 (stereo not given)	-5	?	-1.2%	5	0%	4	7	-2	-26%
COc1ccc2ccc(=O)oc2c1CC(=O)C(C)C	nt	-1%	nt	-10	-3%	nt	nt	nt	0%
COc1cc(NC(=O)C2CCN(c3cnc4ccccc4n3)CC2)cc(OC)c1OC	14	-15%	-0.3%	0	-2%	0	-19	0	1%
CCOc1cc(C(=O)NC)cc(Br)c1OCc1ccccc1	-6	1%	4.5%	-4	-3%	2	-3	0	-1%
O=C(CSc1nc2ccccc2c(=O)n1-c1ccccc1)N1CCCC1	-3	5%	-3.0%	4&-9	-4%	1	3	-8	-1%
CCOc1ccc(C(=O)N/N=C/c2cc(Cl)ccc2[N+](=O)[O-])cc1	3	4%	2.9%	-5	0%	2	-17	-8	-3%
CC(N)C12CC3CC(CC(O)(C3)C1)C2 (stereo not given)	1	4%	0.0%	-9	-4%	4	10	-2	-1%
CC(Oc1ccc2ccc(=O)oc2c1)C(=O)c1ccccc1 (stereo not given)	-3	-5%	2.4%	1&-1	1%	4	-4	3	1%
C[C@]12C=CC(=O)C=C1CCC1C2CC[C@@]2(C)C1CCC21OCCO1 (stereo not given in full)	nt	-4%	nt	5	-7%	nt	nt	nt	2%
CCCCNC(=O)c1cc2nc(-c3ccccc3)cc(C(F)(F)F)n2n1	-14	-11%	-0.3%	-4	-3%	1	5	-2	-7%
COc1ccc(C(C)=O)cc1COC(=O)c1ccc2ccccc2n1	5	-8%	5.9%	-8	-4%	5	6	3	-7%
COc1ccc(CC(=O)N2CCOCC2)cc1	6	6%	-0.5%	-6	-5%	3	0	-2	-3%
CCCCOC(=O)c1ccc(NC(=O)CSc2nncn2C)cc1	4	-1%	1.6%	-1	11%	1	4	1	-8%
COc1ccccc1NC(=O)c1ccccc1S(=O)(=O)c1ccc([N+](=O)[O-])cc1	0	-9%	1.8%	-5	-3%	2	0	-1	1%
Cc1nc(C(F)(F)F)ccc1C(=O)NN1CCOCC1	-10	-15%	7.3%	-1	-2%	3	-4	-6	-3%

Pulled by compound from the list above, 7 records:
smiles	D1 antagonist	Vif-A3F inh	RXFP1 agonist	LDHA block	GRP78 ERSR act	D1 agonist	D2 PAM	D1 PAM	Vif-APOBEC3G blk
CCOc1ccc(NC(=O)CSc2nc(-c3cccc(Cl)c3)nc3c2Cc2c(CO)cnc(C)c2O3)cc1	-6	0%	-0.8%	-4	-2%	1	-6	-3	-5%
CCOc1cc(C(=O)NC)cc(Br)c1OCc1ccccc1	-6	1%	4.5%	-4	-3%	2	-3	0	-1%
COc1ccc(NC(=O)N(C)C[C@@H]2OCc3cnnn3CCCC(=O)N([C@@H](C)CO)C[C@H]2C)cc1	nt	-1%	nt	-1	-2%	nt	nt	nt	3%
COc1ccc2ccc(=O)oc2c1CC(=O)C(C)C	nt	-1%	nt	-10	-3%	nt	nt	nt	0%
COc1cc(NC(=O)C2CCN(c3cnc4ccccc4n3)CC2)cc(OC)c1OC	14	-15%	-0.3%	0	-2%	0	-19	0	1%
COc1ccc(CC(=O)N2CCOCC2)cc1	6	6%	-0.5%	-6	-5%	3	0	-2	-3%
CCN1C(=O)C(CC(=O)Nc2ccccc2Cl)N(NC(=O)c2cccc(F)c2)C1=S (stereo not given)	9	-14%	1.2%	4	-6%	4	16	2	1%

Other records follow.
smiles	D1 antagonist	Vif-A3F inh	RXFP1 agonist	LDHA block	GRP78 ERSR act	D1 agonist	D2 PAM	D1 PAM	Vif-APOBEC3G blk
CC1=NN(c2nc(-c3ccc(C)cc3)cs2)C(=O)C1N=Nc1cccc(C)c1 (stereo not given)	1	6%	-0.7%	-2	-4%	2	-2	-2	0%
C/C(=N\N1CCN(c2ccccc2)CC1)c1ccco1	1	?	0.6%	0	3%	4	-5	-9	-1%
COc1cccc(NC(=S)NC(=O)c2cccnc2)c1	-8	1%	0.0%	0	7%	1	-11	12	-5%
COc1ccc(-c2nnsc2N2C(=O)c3ccccc3C2=O)cc1	1	-7%	10%	-14	?	4	5	-2	-12%
Cc1ccc(OCC(=O)NNC(=O)c2cc(C)[nH]n2)cc1	-4	1%	1.5%	-2	-4%	1	12	-5	0%
CC(C(=O)NC1CCCCCC1)N(c1ccccc1)S(C)(=O)=O (stereo not given)	-10	-5%	-1.5%	-9	-6%	0	nt	-4	-1%

Among those listed so far, these have a COOH group.
smiles	D1 antagonist	Vif-A3F inh	RXFP1 agonist	LDHA block	GRP78 ERSR act	D1 agonist	D2 PAM	D1 PAM	Vif-APOBEC3G blk
O=C(CN(c1ccccc1Cl)S(=O)(=O)c1ccccc1)N/N=C/c1ccccc1C(=O)O	-13	13%	-0.4%	-9	-3%	3	2	-2	1%
COc1ccc(NS(=O)(=O)c2ccc(Oc3cccc(C(=O)O)c3)cc2)cc1	6	0%	-0.9%	-6	-2%	0	7	-2	0%

Not all compounds are listed. The share of hits here may be higher or lower than overall.
